Bioassay records (PubChem)
POLI inh: blocks human DNA polymerase iota activity; Q9UNA4; Potency, µM (titrated, usually from 115 µM), inactives show at the top dose activity, negative = inhibition, hits mostly inhibitors; Pol iota fluorescent replication assay, 10 min; 1% of 390,000 active; further: potency means the concentration at half of the fitted maximal effect
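Fluorescent replication assay read twice, at 0 min and 10 min after adding 50 nM (final) substrate. Enzyme (10 nM) and compounds were first incubated 15 min at room temperature; enzyme-free buffer wells were negative controls.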
APEX1 inh: inhibitors of human APE1 endonuclease; 0.35% of 350,000 active; recombinant APE1, TAMRA/BHQ-2 abasic DNA cleavage fluorescence; AID 2517; Potency, µM (titrated, usually from 65.8 µM), inactives show top-dose activity change, negative = inhibition, most hits filed as inhibitors;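 further: potency means the concentration at half of the fitted maximal effect; plate controls were vehicle for no effect and reference inhibitor for full effect; nearly all actives have a fitted effect of over 55% in size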
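Quantitative HTS: incision of a TAMRA/BHQ-2 double-stranded substrate bearing a tetrahydrofuran abasic site by 0.75 nM APE1 raises fluorescence. Substrate 50 nM final, added after 15 min compound preincubation at room temperature; progress as third-minus-first kinetic read difference.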
Pol kappa inh: inhibitors of human DNA polymerase kappa | Q9UBT6 | purified Pol kappa, fluorescent DNA synthesis assay, 10 min | Potency, µM (titrated, usually from 107 µM), for the others: at the top dose activity, negative = inhibition, most hits filed as inhibitors | 0.53% of 400,000 active; further: potency means the concentration at half of the fitted maximal effect; on the % scale 0 is the no-effect control and ±100 the full control effect
Target sequence (Q9UBT6 whole entry, looked up): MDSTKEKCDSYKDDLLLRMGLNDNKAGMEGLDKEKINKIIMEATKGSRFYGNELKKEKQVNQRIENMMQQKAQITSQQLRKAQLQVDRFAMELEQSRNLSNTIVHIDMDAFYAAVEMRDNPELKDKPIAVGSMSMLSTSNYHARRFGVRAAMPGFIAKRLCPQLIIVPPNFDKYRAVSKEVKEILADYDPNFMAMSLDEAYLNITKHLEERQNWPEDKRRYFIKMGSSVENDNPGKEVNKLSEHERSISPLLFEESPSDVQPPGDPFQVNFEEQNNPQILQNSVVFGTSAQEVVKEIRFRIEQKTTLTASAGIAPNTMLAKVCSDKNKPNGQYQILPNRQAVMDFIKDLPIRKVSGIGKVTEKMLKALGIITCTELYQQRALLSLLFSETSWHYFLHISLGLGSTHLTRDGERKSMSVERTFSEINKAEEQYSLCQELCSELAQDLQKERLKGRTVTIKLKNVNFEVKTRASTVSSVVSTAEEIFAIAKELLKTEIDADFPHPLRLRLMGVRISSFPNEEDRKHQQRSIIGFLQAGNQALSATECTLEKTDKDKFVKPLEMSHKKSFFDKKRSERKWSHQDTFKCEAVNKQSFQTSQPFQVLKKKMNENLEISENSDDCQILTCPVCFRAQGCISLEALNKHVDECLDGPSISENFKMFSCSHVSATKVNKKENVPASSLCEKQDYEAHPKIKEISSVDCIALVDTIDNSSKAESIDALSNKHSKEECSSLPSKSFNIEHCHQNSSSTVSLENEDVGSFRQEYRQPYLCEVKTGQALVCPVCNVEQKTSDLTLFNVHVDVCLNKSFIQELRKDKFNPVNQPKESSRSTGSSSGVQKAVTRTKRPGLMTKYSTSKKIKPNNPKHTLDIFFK
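Pol kappa 10 nM + cpd, 15 min RT; start w/ substrate 50 nM final; fluorescence kinetic read, 0 and 10 min. Neg ctrl: buffer, no enzyme.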
RXFP1 antag: RXFP1 (human) relaxin receptor antagonism | Q9HBX9 | HEK293-RXFP1, relaxin-stimulated cAMP HTRF, 30 min; active compounds read low | activity change, negative = inhibition, % at 57.5 µM | 0.59% of 350,000 active;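 active means activity change of -60% or lower, but not beyond a set lower limit; inconclusive means change between -60% and -40%, or beyond the set limit; inactive means change above -40%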; further: on the % scale 0 is the no-effect control and ±100 the full control effect
Apoferritin bind: binds horse apoferritin like a general anesthetic. apoferritin/1-aminoanthracene competitive binding, fluorescence. Potency, µM (top dose mostly 77.5 µM), without a hit: at the top dose activity change, negative = displacement, usual class: inhibitors. 0.074% of 350,000 active. AID 485281; further: potency means the concentration at half of the fitted maximal effect; on the % scale 0 is the no-effect control and ±100 the full control effect; nearly all actives have a fitted effect of over 20% in size
Target sequence (P02791 2-175 limits assumed): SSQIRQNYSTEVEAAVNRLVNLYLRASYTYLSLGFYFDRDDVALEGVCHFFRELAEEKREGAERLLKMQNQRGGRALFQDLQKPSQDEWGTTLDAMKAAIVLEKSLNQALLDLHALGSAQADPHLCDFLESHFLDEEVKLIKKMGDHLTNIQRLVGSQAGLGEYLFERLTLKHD
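In PBS, apoferritin at 10 uM is loaded with 1-AMA from a 50% saturated solution. After 10 min of compound exposure at ambient temperature, reduced 535 nm fluorescence indicates probe displacement.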
POLB inh: blocks human DNA polymerase beta activity | Potency, µM (highest dose often 114 µM), for inactives: at the highest dose activity change, negative = inhibition, actives largely listed as inhibitors | 1.3% of 340,000 active | AID 485314 | Pol beta primer extension/strand displacement, fluorescence kinetic | P06746; further: potency means the concentration at half of the fitted maximal effect; on the % scale 0 is the no-effect control and ±100 the full control effect
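Preincubation: enzyme (10 nM) with compound, 15 min, RT. Reaction: substrate added to 50 nM final. Reads: 0 and 10 min. Analysis: normalized, Hill fit.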
BLM inh: Bloom syndrome helicase (human) inhibition. P54132. recombinant BLM DNA unwinding, fluorescence dequenching. Potency, µM (top dose mostly 56.1 µM), for inactives: at the highest dose activity change, negative = inhibition, most hits filed as inhibitors. 0.2% of 350,000 active. AID 2528;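 further: potency means the concentration at half of the fitted maximal effect; plate controls were vehicle for no effect and no enzyme for full effect; nearly all actives have a fitted effect of over 35% in size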
Tb PGK inh: inhibitors of T. brucei phosphoglycerate kinase | PGK/GAPDH coupled, Kinase-Glo luminescence, 60 min | P07378 | Potency, µM (top dose mostly 57.5 µM), inactives show at the highest dose activity change, negative = inhibition, hits mostly inhibitors | 0.043% of 380,000 active; further: potency means the concentration at half of the fitted maximal effect; on the % scale 0 is the no-effect control and ±100 the full control effect; nearly all actives have a fitted effect of over 60% in size
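Luminescent ATP detection (Kinase-Glo Plus) follows a 60-minute room-temperature incubation, with wells lacking PGK as controls. Buffer: 100 mM TEA (pH 7.6), 5 mM MgCl2, 0.01% Tween-20. Coupling enzyme GAPDH (100 nM final) supplies unstable 1,3-BPG in-well.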
POLH inh: blocks human DNA polymerase eta activity | Q9Y253 | recombinant Pol eta, fluorescent DNA replication assay | Potency, µM (titrated, usually from 114 µM), for the others: at the top dose activity change, negative = inhibition, actives largely listed as inhibitors | 1.2% of 390,000 active | AID 588591; further: potency means the concentration at half of the fitted maximal effect; on the % scale 0 is the no-effect control and ±100 the full control effect
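Fluorescent replication assay: 50 nM final substrate added after a 15 min room-temperature compound preincubation with 10 nM enzyme. Signal taken at 0 min and again at 10 min.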
The depositor's hits bear a star; i = inactive; ? = inconclusive; . = no result given; & = joins results of further samples; [ ] = another dose, or the depositor's remark. Unless noted, the call rests on the fitted dose curve; in most records, active means well fitted curve in the direction sought with a large enough effect; inconclusive means small, poorly fitted or top-dose-only effect, or another doubt; inactive means no such curve, though single readings can be large; an effect the other way counts as inactive or inconclusive. Some of the compounds tested. The share of hits here may be higher or lower than overall.

SMILES	POLI inh	APEX1 inh	Pol kappa inh	RXFP1 antag	Apoferritin bind	POLB inh	BLM inh	Tb PGK inh	POLH inh
Cc1cccc(C(=O)NCCN2CCOCC2)c1[N+](=O)[O-]	12%	9%	-11%	-3	2%	1%	-3%	1%	-20%
C=CC[C@@H](CC(=O)N[C@@H](CO)Cc1ccccc1)C(=O)N[C@H](COC(=O)[C@@H](CC=C)CC(=O)OC(C)(C)C)Cc1c[nH]c2ccccc12	-14%	3%	-20%	.	.	.	.	i	-10%
N#CC1(NC(=O)CN2CCc3ccccc3C2)CCCC1	80%[activator]	-10%	-10%	-31	2%	34%	-2%	5%	-8%
COc1ccc2nc(NC(=O)Nc3cccc4ccccc34)sc2c1	23%	0%	11%	-4	-20%	-6%	-9%	-2%	-7%
CCOCCn1c(=O)c2c(nc3n2CCCN3CCc2ccccc2)n(C)c1=O	-1%	-10%	0%	11	-2%	-5%	1%	-3%	-3%
COc1ccc(NC(=O)Cn2c(=O)n(Cc3ccc(C(=O)NCc4ccccc4Cl)cc3)c(=O)c3ccccc32)cc1OC	6%	.	-22%	.	3%	-9%	3%	-3%	-15%
O=C(O)C1=C[C@H](c2ccc(Br)cc2)C[C@H](OCc2ccc(CO)cc2)O1	16%	1%	-1%	.	-13%	3%	1%	-1%	-12%
O=S(=O)(Nc1cccc(C(F)(F)F)c1)c1ccc(-c2cnc(C3CC3)o2)cc1	12%	.	-6%[60.1 µM]	.	-11%	4%	-11%	-3%	-21%
CCOc1ccc(NC(=O)CN(C)C(=O)/C=C/c2ccc(S(=O)(=O)N3CCCCCC3)cc2)cc1OCC	11%	4%	-22%	-4	.	.	.	-5%	-3%
CSCCC(NC(=O)c1ccco1)C(=O)OCc1cc([N+](=O)[O-])cc2c1OCOC2 (stereo not drawn)	17%	-3%	-10%	5	?	4%	-3%	-9%	-8%
CC(C)c1nnc(NC(=O)CCC(=O)Nc2ccc(F)cc2)s1	5%	8%	1%	18	-5%	49%	-1%	5%	8%
Cc1cc(OCC(=O)Nc2cc(-c3nc4ncccc4o3)ccc2C)ccc1Cl	-13%	.	-14%	3	4%	-4%	28µM*	2%	79µM*
COC(=O)c1ccc(COc2ccc3c(C)c(C)c(=O)oc3c2)o1	?	0%	-6%	7	-7%	56µM*	0%	i	-15%
Cc1cc(C(=O)NN=C2CCCCCCC2)c2ccccc2n1	2%	22%	-3%	-7	.	.	.	4%	-10%
COC(=O)Nc1nc(C)c(C(=O)c2ccccc2)s1	-4%	0%	-4%	-8	-15%	5%	-2%	3%	-9%
COc1cc(NS(=O)(=O)c2cc(C(=O)NCCc3ccccn3)ccc2OC)cc(OC)c1	29%	6%	-1%	-10	.	.	.	i	-13%
O=S(=O)(c1ccccc1)c1nc(-c2ccc(Cl)cc2Cl)oc1N1CCCCCC1	6%	.	-19%	-10	7%	?	-2%	i	-5%
CCC(C(=O)OCC(=O)Nc1c(C)nn(-c2ccccc2)c1C)c1ccccc1 (stereo not drawn)	8%	-4%	-15%	-15	.	.	.	6%	-6%
CC(=O)C1=C(c2ccc(Cl)c(Cl)c2)N(C(C)=O)n2c(nnc2-c2ccccc2)S1	17%	.	-3%[60.1 µM]	-4	-6%	0%	-7%	-4%	-14%
N=C1C(c2nc3ccccc3s2)=C(O)CN1NC(=O)c1ccccc1[N+](=O)[O-]	58%[activator]	8%	-9%	-2	-7%	?	-2%	4%	2%
Cc1ccccc1NC(=O)Cn1c(=O)n(CCc2ccccc2)c(=O)c2ccccc21	24%	.	3%	.	-7%	-8%	-6%	4%	-18%
CC(C)C(=O)NCC1(N(C)C)CCCCC1	13%	.	-22%	-7	2%	-23%	2%	-7%	2%
CCC(=O)Nc1c(-c2ccc(Cl)cc2)c(=O)c2ccccc2n1C	6%	78%[activator]	-17%[60.1 µM]	7	20%	0%	-4%	-3%	8%
CC1=C([N+](=O)[O-])C(c2ccccc2)C2=C(N1)c1ccccc1C2=O (stereo not drawn)	40%	9%	-26%	2	?	7%	-16%	-7%	-20%
O=C(NCc1ccccn1)C1CCN(S(=O)(=O)c2ccccc2F)CC1	19%	-9%	-3%	0	.	.	.	6%	-15%
CC(=O)C[C@H](O)CC(=O)[C@@H]1OC(=O)CCCCCCc2ccccc21	-3%	35%[activator]	12%	.	.	.	.	-5%	-13%
O=C1Nc2ccc([N+](=O)[O-])cc2OC1CCN1CCN(Cc2ccccc2)CC1 (stereo not drawn)	15%	-2%	6%	5	?	5%	-6%	-1%	-15%
Cc1cccc(C(=O)OC2CCOC2=O)c1C (stereo not drawn)	-9%	-2%	-6%	-9	-7%	14%	-3%	2%	3%
CC(C)=CC[N+]1(C)CCCCC1	0%	?	-3%	-7	-3%	38%	-11%	i	-19%
CCCCCCCCNC(=O)C(CCC(=O)OCc1ccccc1)NC(C)=O (stereo not drawn)	40%[activator]	3%	-10%	7	?	-20%	-1%	.	-10%
COc1ccc(NC(=O)/C=C/c2cc(OC)c(OC)c(OC)c2)cn1	7%	-7%	0%	-13	-4%	2%	-1%	-2%	-19%
O=c1oc(Nc2ccccc2Cl)nc2ccccc12	22%	1%	6%	-1	-8%	-8%	-5%	-2%	-1%
COc1ccc(CC(=O)Nc2nc3ccccc3[nH]2)cc1	-3%	4%	-2%	4	.	-4%	-11%	-7%	-7%
CCOC(=O)c1[nH]cnc1C(=O)Nc1ccncc1	15%	12%	-5%	4	36%[activator]	10%	4%	i	-5%
CCCC1(C)Nc2ccccc2-c2nc3ccccc3n21 (stereo not drawn)	25%	18%	7%	-3	12%	10%	-3%	-9%	-7%
CC(C)NC(=O)CCn1ccc2cc(S(=O)(=O)N3CCCC3)ccc21	24%	-17%	-14%	-18	-6%	3%	-2%	9%	-23%
CCOC(=O)C1CCCN(C(=O)COC(=O)c2cc(=O)c3ccccc3o2)C1 (stereo not drawn)	11%	3%	-1%	18	-12%	0%	0%	.	0%
Cc1ccc(CC(=O)NC2CCN(C)CC2)cc1	24%	-2%	-13%	-2	5%	11%	-1%	2%	-12%
COc1ccccc1NC(=O)C1CCCN(S(=O)(=O)c2ccc3c(c2)CC(C)N3C(C)=O)C1 (stereo not drawn)	12%	57%[activator]	-9%	6	-6%	13%	0%	0%	-3%
CC(=O)c1ccc(NC(=O)CSc2ccc(-c3ccc4c(c3)OCO4)nn2)cc1	3%	-6%	-1%	-13	-5%	17%	-6%	-7%	-8%
Cc1c([N+](=O)[O-])nnn1-c1cc(Cl)cc(Cl)c1	41%[activator]	-7%	10%	-9	-13%	2%	-5%	-3%	-13%
Oc1ccc(O)cc1	5%[58.9 µM]	16%&-9%&-4%	-8%&-13%&-8%[60.1 µM]	-18	.	12%[57.1 µM]	-3%&-10%	.	-4%[57.1 µM]
CC(C)CC(C(=O)Nn1cnnc1)N1C(=O)c2ccccc2C1=O (stereo not drawn)	50%[activator]	-6%	11%	8	-3%	33%	-5%	i	10%
Cc1nc2scc(C)n2c(=O)c1S(=O)(=O)Nc1ccc(F)cc1	39%[activator]	-4%	-15%	1	2%	0%	1%	-2%	-6%
Cc1ccc(NC(=O)CN(C)CCOc2ccccc2)c([N+](=O)[O-])c1	1%	14%	-5%	-11	2%	16%	-10%	3%	-1%
CCOc1ccc(-n2c(SCC(=O)N3CCCCCC3)nc3c([nH]c4ccccc43)c2=O)cc1	17%	.	-6%[60.1 µM]	.	?	5%	1%	i	-4%
Cc1cc(C(=O)Nc2ncn(Cc3ccc(F)cc3)n2)ccc1[N+](=O)[O-]	30%[activator]	-5%	-3%	0	-6%	4%	-5%	10%	3%
Cc1ccccc1C(=O)N1CCC(C(=O)Nc2cccc(S(=O)(=O)N3CCCCC3)c2)CC1	12%	1%	13%	0	.	.	.	-1%	-13%
CSc1ncc(OCc2ccccc2)c(=O)[nH]1	-12%	11%	-7%	0	-6%	-2%	-4%	3%	-3%
O=C(Cc1ccccc1Cl)Nc1ccc(S(=O)(=O)Nc2nccs2)cc1	51%[activator]	34%	-7%	4	-15%	-12%	1%	4%	-23%
COc1ccc2cc(C#N)c(N3CCN(C(=O)c4ccccc4C)CC3)nc2c1	15%	-8%	-15%	10	59%[activator]	1%	-18%	-2%	-12%
Oc1ccccc1-c1nnc(SCCN2CCOCC2)n1Cc1ccccc1	?	-1%	-15%	12	-11%	6%	0%	-2%	-22%
O=C(/C=C/c1ccco1)NC(=S)Nc1nc(-c2ccc(Cl)cc2)cs1	-7%	-6%	4%	30	-9%	2%[57.1 µM]	-3%	-2%	?
Cc1c(C(=O)Nc2cccnc2)oc2ccc(Br)cc12	105%[activator]	-3%	-10%	4	-3%	-2%	-1%	1%	1%
COc1cc2cc(C(=O)Nc3ccccc3)c(N)nc2cc1OC	20%	-5%	-20%	12	63%[activator]	6%	-5%	-5%	-20%
COC(C[C@@H]1O[C@H]1[C@@H](O)COCc1ccccc1)OC	6%	2%	3%	.	-5%	2%	-2%	11%	-19%
Cn1cnnc1SCC(=O)NC(=O)NCc1ccccc1	9%	7%	-21%	4	.	.	.	1%	3%
O=C(CSc1nc(-c2cccs2)cc(C(F)(F)F)n1)Nc1cc(OCC(F)(F)C(F)F)cc([N+](=O)[O-])c1	-3%	-4%	-3%	5	-4%	6%	-6%	-1%	-17%

3 entries already listed, sorted by heavy-atom count, lowest first.
SMILES	POLI inh	APEX1 inh	Pol kappa inh	RXFP1 antag	Apoferritin bind	POLB inh	BLM inh	Tb PGK inh	POLH inh
Cc1c(C(=O)Nc2cccnc2)oc2ccc(Br)cc12	105%[activator]	-3%	-10%	4	-3%	-2%	-1%	1%	1%
Cn1cnnc1SCC(=O)NC(=O)NCc1ccccc1	9%	7%	-21%	4	.	.	.	1%	3%
Oc1ccccc1-c1nnc(SCCN2CCOCC2)n1Cc1ccccc1	?	-1%	-15%	12	-11%	6%	0%	-2%	-22%
